Screening results: PubChem, National Center for Advancing Translational Sciences (NCATS)
IL-1B inflam inh – qHTS for Inhibitors of Inflammasome Signaling: IL-1-beta AlphaLISA Primary Screen | THP-1 LPS/ATP IL-1B secretion, AlphaLISA, 16 h; hits give low values | activity change, % at 57.5 µM | 360,000 compounds, 4.7% hits; in the data active means activity change below about -50%; inconclusive means mostly about -30% to -49%; further: on the % scale 0 is the no-effect control and ±100 the full control effect
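THP-1 cells pretreated 1 hr with compounds (up to 57.5 uM final), then stimulated with LPS (250 ng/mL final) plus ATP (1.25 mM final); secreted IL-1B measured by AlphaLISA after 16 hr, decreased signal indicating inhibition.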
MCF10A rereplic – A quantitative high throughput screen for small molecules that induce DNA re-replication in MCF 10a normal breast cells; 350,000 compounds, 2.9% hits; Potency, µM (highest dose often 46.1 µM), without a hit: at the highest dose activity, positive = re-replication, hits mostly activators; MCF 10A DNA re-replication, Hoechst nuclear intensity, 48 h; further: potency means the concentration at half of the fitted maximal effect; % of control where 0% means no effect; nearly all actives have a fitted effect of over 50% in size
D3 ag – qHTS of D3 Dopamine Receptor Agonist: qHTS; D(3) dopamine receptor (Homo sapiens), P35462; D3R DiscoveRx beta-arrestin cells, luminescence, 90 min; max activation, %; 410,000 compounds, 0.58% hits; AID 652048, 2013; in the data active means max activation above about 30%; further: 0% is about no effect; mostly tested at two doses, the higher about 12 µM
Target sequence (P35462 whole entry, looked up): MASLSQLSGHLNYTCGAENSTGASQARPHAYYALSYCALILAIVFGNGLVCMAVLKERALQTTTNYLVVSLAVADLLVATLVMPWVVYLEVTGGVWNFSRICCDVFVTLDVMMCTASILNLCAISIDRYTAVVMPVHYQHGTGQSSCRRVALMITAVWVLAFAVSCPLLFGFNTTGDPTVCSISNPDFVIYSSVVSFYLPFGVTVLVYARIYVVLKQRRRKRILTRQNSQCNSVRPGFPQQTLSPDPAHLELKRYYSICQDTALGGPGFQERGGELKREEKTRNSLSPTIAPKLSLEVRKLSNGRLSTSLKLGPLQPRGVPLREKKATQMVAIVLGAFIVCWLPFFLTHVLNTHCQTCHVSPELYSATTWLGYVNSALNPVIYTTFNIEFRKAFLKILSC
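Agonist mode: compounds and dopamine controls were applied to plated cells for 90 min at 37 degrees C after an overnight attachment at 1500 cells/well. Luminescent read-out followed 30 - 60 minutes at room temperature with DiscoveRx detection reagent.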
HT1080 IDH1KD tx – qHTS for induction of synthetic lethality in tumor cells producing 2HG: qHTS for the HT-1080-IDH1KD cell line | Potency, µM (series often up to 46.1 µM), for inactives: top-dose activity, negative = toxicity, hits mostly cytotoxic | 360,000 compounds, 2% hits | HT-1080 IDH1 knockdown viability, ATP luminescence, 48 h;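 further: potency means the concentration at half of the fitted maximal effect; 0% = DMSO wells and -100% = cell-free medium wells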
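Cytotoxicity counter-line: IDH1KD HT-1080, 48 h, CellTiter-Glo. Curves classed by r2, magnitude and activity.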
HT1080NT lethal – qHTS for induction of synthetic lethality in tumor cells producing 2HG: qHTS for the HT-1080-NT fibrosarcoma cell line | HT-1080-NT fibrosarcoma viability, CellTiter-Glo ATP luminescence, 48 h | Potency, µM (titrated, usually from 46.1 µM), inactives show at the highest dose activity, negative = less viability, usual class: cytotoxic | 360,000 compounds, 1.6% hits | AID 686970, 2013;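 further: NT is the 2HG producing partner of a matched IDH1 knockdown line; potency means the concentration at half of the fitted maximal effect; 0% = DMSO-treated cells and -100% = media-only wells without cells; nearly all actives have a fitted effect of over 55% in size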
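750 cells/well, RPMI + 5% FBS; 2 h settle, compound pin-transfer, 48 h at 37 degrees C. CellTiter-Glo 10 min RT, luminescence. Normalized to DMSO and media-only wells.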
KB-3-1 tox – qHTS assay for MDR1-selective chemotherapeutics: Primary screen using the parental adenocarcinoma cell KB-3-1; KB-3-1 viability, CellTiter-Glo ATP luminescence, 72 h; Potency, µM (highest dose often 46.1 µM), inactives show at the highest dose activity change, negative = cytotoxic, actives largely listed as cytotoxic; 400,000 compounds, 1.4% hits; further: potency means the concentration at half of the fitted maximal effect; on the % scale 0 is the no-effect control and ±100 the full control effect; nearly all actives have a fitted effect of over 60% in size
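Viability of parental KB-3-1 cells, measured by CellTiter-Glo luminescence, followed a 72 h incubation at 37 °C with pinned compounds in phenol-red-free DMEM containing 10% FBS.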
SW480 rereplic – A quantitative high throughput screen for small molecules that induce DNA re-replication in SW480 colon adenocarcinoma cells. SW480 DNA re-replication, Hoechst DNA content imaging, 48 h. Potency, µM (top dose mostly 46.1 µM), for inactives: top-dose re-replication activation, hits mostly activators. 340,000 compounds, 1.8% hits; further: potency means the concentration at half of the fitted maximal effect; % of control where 0% means no effect; nearly all actives have a fitted effect of over 55% in size
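Cells (250 per well) received 23 nL compound or DMSO by pin tool and were kept 48 hr at 37 C, 5% CO2. Nuclei were then stained with Hoechst for 40 min and scanned for DNA content.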
GLP1R cytotox – qHTS of GLP-1 Receptor Inverse Agonists: Cytotox Screen; HEK293 cAMP-luciferase reporter cells, luminescence, 24 h; Potency, µM (top dose mostly 38.3 µM), inactives show top-dose activity change, negative = inhibition, most hits filed as inhibitors; 410,000 compounds, 0.13% hits; AID 624418, 2012;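 further: loss of luciferase light is scored as toxicity; potency means the concentration at half of the fitted maximal effect; on the % scale 0 is the no-effect control and ±100 the full control effect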
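Quantitative HTS format, 1536 wells, 200 cells/uL seeded. Compounds: 23 nL, 24 h, 37 °C. Detection: luciferase reagent, luminescence at 12 min RT; decreased signal taken as cytotoxic.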
KB-V1 cytotox – qHTS assay for MDR1-selective chemotherapeutics: Primary screen using the drug-selected MDR subline cells KB-V1. KB-V1 MDR cells viability, CellTiter-Glo, 72 h. Potency, µM (top dose mostly 46.1 µM), inactives show at the highest dose activity change, negative = cytotoxicity, usual class: cytotoxic. 400,000 compounds, 3.4% hits; further: potency means the concentration at half of the fitted maximal effect; on the % scale 0 is the no-effect control and ±100 the full control effect; nearly all actives have a fitted effect of over 60% in size
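In this primary screen, KB-V1 cells overexpressing P-gp are incubated with library compounds (lowest to highest concentration) for 72 h at 37 degrees C before a luminescent ATP viability read.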
* marks the source's active call; other numbers are inactive results; [ ] = another dose, or the depositor's remark. Unless noted, the call rests on the fitted dose curve; in most records, active means well fitted curve in the direction sought with a large enough effect; inconclusive means small, poorly fitted or top-dose-only effect, or another doubt; inactive means no such curve, though single readings can be large; an effect the other way counts as inactive or inconclusive. The order is random (roughly 11% active in at least one column).

`CC(C)(C)C1CCc2c(sc(N)c2C(N)=O)C1` (stereo not given) gave IL-1B inflam inh -64*, MCF10A rereplic inconclusive, D3 ag 0, HT1080 IDH1KD tx 1%, HT1080NT lethal inconclusive, KB-3-1 tox -13%, SW480 rereplic 17%, GLP1R cytotox 5% and KB-V1 cytotox 13%.
For CC1(C)CC(=O)C2=C(C1)NC(=O)CC2c1cccc(F)c1 (stereo not given) the results were IL-1B inflam inh 8, MCF10A rereplic 1%, D3 ag 3, HT1080 IDH1KD tx 18%, HT1080NT lethal 17%, KB-3-1 tox 8%, SW480 rereplic -1%, GLP1R cytotox -4% and KB-V1 cytotox inconclusive.
Screening Cc1ccc(/C=C2\CCC3=C2OC(N)=C(C#N)C3c2ccc(C)cc2)cc1 (stereo not given) returned IL-1B inflam inh -70*, MCF10A rereplic 2.9µM*, D3 ag -5, HT1080 IDH1KD tx 13%, HT1080NT lethal -5%, KB-3-1 tox -7%, SW480 rereplic 11µM*, GLP1R cytotox 142%[activator] and KB-V1 cytotox 0%.
Screening CCOc1ccc(-n2nnc3c(=O)n(C/C=C/c4ccccc4)cnc32)cc1 returned IL-1B inflam inh 18, MCF10A rereplic 3%, D3 ag 0, HT1080 IDH1KD tx 1%, HT1080NT lethal 10%, KB-3-1 tox -3%, SW480 rereplic -9%, GLP1R cytotox 3% and KB-V1 cytotox -9%.
`CC(=O)C(C(c1ccccc1)N1CCOCC1)N1CCOCC1` (stereo not given) gave IL-1B inflam inh -3, MCF10A rereplic -16%, D3 ag -15, HT1080 IDH1KD tx 1%, HT1080NT lethal -4%, KB-3-1 tox inconclusive, SW480 rereplic -15%, GLP1R cytotox 4% and KB-V1 cytotox -4%.
`CCn1ccc2cc(S(=O)(=O)N3CCC(C(=O)NCCc4ccc(SC)cc4)CC3)ccc21` gave D3 ag -7, KB-3-1 tox 11%, GLP1R cytotox 13% and KB-V1 cytotox -16%.
For O=C(O)c1ccc(Cl)c(S(=O)(=O)N2CCCCCC2)c1 the results were IL-1B inflam inh -1, MCF10A rereplic -2%, D3 ag 0, HT1080 IDH1KD tx inconclusive, HT1080NT lethal -2%, KB-3-1 tox 3%, SW480 rereplic -4%, GLP1R cytotox 6% and KB-V1 cytotox 12%.
Screening CCOc1cc(N2CCOCC2)c(OCC)cc1NC(=O)COC(=O)c1ccc(Cl)cc1N returned IL-1B inflam inh 51, MCF10A rereplic 27%, D3 ag 0, HT1080 IDH1KD tx 0%, HT1080NT lethal -4%, KB-3-1 tox -4%, SW480 rereplic -7%, GLP1R cytotox -20% and KB-V1 cytotox 0%.
`Cn1c(=O)[nH]c(=O)c2c1nc(NCCCO)n2CCOc1ccccc1` gave IL-1B inflam inh -2, MCF10A rereplic 6%, D3 ag 2, HT1080 IDH1KD tx -1%, HT1080NT lethal 1%, KB-3-1 tox 1%, SW480 rereplic -16%, GLP1R cytotox 0% and KB-V1 cytotox 0%.
Screening COc1ccc[nH]c1=O returned IL-1B inflam inh 0, MCF10A rereplic -1%, D3 ag 5, HT1080 IDH1KD tx -4%, HT1080NT lethal 12%, KB-3-1 tox -2%, SW480 rereplic -2%, GLP1R cytotox -14% and KB-V1 cytotox 4%.

Next part; it opens with the two that closed the last part.
`Cn1c(=O)[nH]c(=O)c2c1nc(NCCCO)n2CCOc1ccccc1` gave IL-1B inflam inh -2, MCF10A rereplic 6%, D3 ag 2, HT1080 IDH1KD tx -1%, HT1080NT lethal 1%, KB-3-1 tox 1%, SW480 rereplic -16%, GLP1R cytotox 0% and KB-V1 cytotox 0%.
Screening COc1ccc[nH]c1=O returned IL-1B inflam inh 0, MCF10A rereplic -1%, D3 ag 5, HT1080 IDH1KD tx -4%, HT1080NT lethal 12%, KB-3-1 tox -2%, SW480 rereplic -2%, GLP1R cytotox -14% and KB-V1 cytotox 4%.
`O=NC1=C(c2c(O)[nH]c3ccccc23)CCCC1` gave IL-1B inflam inh 16, MCF10A rereplic -8%, D3 ag 2, HT1080 IDH1KD tx -2%, HT1080NT lethal 0%, KB-3-1 tox -3%, SW480 rereplic 0%, GLP1R cytotox -12% and KB-V1 cytotox 13%.
For CCOC(=O)C1CCN(C(=O)CN2C(=O)c3cccnc3Oc3ccccc32)CC1 the results were IL-1B inflam inh -27, MCF10A rereplic 1%, D3 ag 1, HT1080 IDH1KD tx 0%, HT1080NT lethal 2%, KB-3-1 tox 0%, SW480 rereplic -1%, GLP1R cytotox -5% and KB-V1 cytotox -13%.
For CC(C)CC(c1nnnn1C(C)C)N1CCN(c2ccccc2)CC1 (stereo not given) the results were IL-1B inflam inh 4, MCF10A rereplic -2%, D3 ag 5, HT1080 IDH1KD tx 1%, HT1080NT lethal 4%, KB-3-1 tox 0%, SW480 rereplic -4%, GLP1R cytotox -9% and KB-V1 cytotox 0%.
`COc1cc(NC(=O)CN2CCCCCC2)cc(OC)c1` gave IL-1B inflam inh 11, MCF10A rereplic 1%, D3 ag -31, HT1080 IDH1KD tx 8%, HT1080NT lethal 13%, KB-3-1 tox 0%, SW480 rereplic 1%, GLP1R cytotox 10% and KB-V1 cytotox -10%.
For CCC(=O)N1CCc2cc(S(=O)(=O)NCCCN(CC)Cc3ccccc3)ccc21 the results were IL-1B inflam inh -19, MCF10A rereplic inconclusive, D3 ag -2, HT1080 IDH1KD tx 6%, HT1080NT lethal -16%, KB-3-1 tox 0%, SW480 rereplic inconclusive, GLP1R cytotox -4% and KB-V1 cytotox -21%.
For O=C(CN1C(=O)S/C(=C/c2cc(Br)cs2)C1=O)N1CCOCC1 the results were IL-1B inflam inh -8, MCF10A rereplic -1%, D3 ag 1, HT1080 IDH1KD tx 17%, HT1080NT lethal 0%, KB-3-1 tox 0%, SW480 rereplic -4%, GLP1R cytotox -8% and KB-V1 cytotox -6%.
`Cc1cc(NC(=O)CSc2nc(C(C)C)nc3sc4c(c23)CCCC4)no1` gave IL-1B inflam inh 59, MCF10A rereplic 14%, D3 ag 10, HT1080 IDH1KD tx -4%, HT1080NT lethal -2%, KB-3-1 tox 6%, SW480 rereplic -3%, GLP1R cytotox inconclusive and KB-V1 cytotox 15%.
For c1ccc(-c2cnnc(N3CCCCC3)n2)cc1 the results were IL-1B inflam inh 2, MCF10A rereplic 28%, D3 ag -6, HT1080 IDH1KD tx -5%, HT1080NT lethal -7%, KB-3-1 tox -1%, SW480 rereplic -4%, GLP1R cytotox -7% and KB-V1 cytotox -10%.
For CCOC(=O)c1c(C)[nH]c(C(=O)CN2CC(C)OC(C)C2)c1C (stereo not given) the results were IL-1B inflam inh -3, MCF10A rereplic inconclusive, D3 ag 21, HT1080 IDH1KD tx inconclusive, HT1080NT lethal -10%, KB-3-1 tox -2%, SW480 rereplic 12%, GLP1R cytotox -7% and KB-V1 cytotox 3%.
For COc1ccccc1C(C)NC(=O)CCOc1cccc(C)c1 (stereo not given) the results were IL-1B inflam inh 0, MCF10A rereplic -25%, D3 ag 8, HT1080 IDH1KD tx -1%, HT1080NT lethal -6%, KB-3-1 tox 3%, SW480 rereplic -11%[1.84 µM], GLP1R cytotox -1% and KB-V1 cytotox -8%.
CCCCN(C(=O)c1cc2c(s1)CCC2)c1c(N)n(CC(C)C)c(=O)[nH]c1=O was read as IL-1B inflam inh -7, MCF10A rereplic 9%, D3 ag 6, HT1080 IDH1KD tx 15%, HT1080NT lethal 3%, KB-3-1 tox 9%, SW480 rereplic -5%, GLP1R cytotox -3% and KB-V1 cytotox 1%.
For O=S(=O)(c1ccc(F)cc1)N1CCN(C(=S)NCCc2ccccc2)CC1 the results were IL-1B inflam inh 13, MCF10A rereplic 1%, D3 ag -3, HT1080 IDH1KD tx -1%, HT1080NT lethal 1%, KB-3-1 tox -1%, SW480 rereplic 3%, GLP1R cytotox -1% and KB-V1 cytotox -24%.
For COc1ccc(OC)c(NC(=O)CS(=O)(=O)c2cn(CC(=O)N3CCOCC3)c3ccccc23)c1 the results were IL-1B inflam inh inactive, MCF10A rereplic -1%, D3 ag 0, HT1080 IDH1KD tx -10%, HT1080NT lethal 2%, KB-3-1 tox 15%, SW480 rereplic -19%, GLP1R cytotox -2% and KB-V1 cytotox -2%.
`CCOc1cc(S(=O)(=O)NCC2CCCO2)ccc1F` (stereo not given) gave IL-1B inflam inh 0, MCF10A rereplic -6%, D3 ag 8, HT1080 IDH1KD tx 8%, HT1080NT lethal 5%, KB-3-1 tox 2%, SW480 rereplic inconclusive, GLP1R cytotox -7% and KB-V1 cytotox 16%.
Cc1cc(C)c(NC(=O)c2cc(C(=O)O)ccc2C(=O)O)c([N+](=O)[O-])c1 was read as IL-1B inflam inh 10, MCF10A rereplic 1%, D3 ag -4, HT1080 IDH1KD tx 21%, HT1080NT lethal 4%, KB-3-1 tox 2%, SW480 rereplic -3%, GLP1R cytotox -20% and KB-V1 cytotox 4%.
For CCOc1c(S(=O)(=O)NC2CC(C)(C)NC(C)(C)C2)ccc(Cl)c1Cl the results were IL-1B inflam inh inconclusive, MCF10A rereplic inconclusive, D3 ag 1, HT1080 IDH1KD tx -26%, HT1080NT lethal -15%, KB-3-1 tox 0%, SW480 rereplic inconclusive, GLP1R cytotox -9% and KB-V1 cytotox 2%.
